# TSHR antag: Antagonists of the Thyroid Stimulating Hormone Receptor: HTS campaign. TSHR-expressing cells, TSH-stimulated cAMP HTRF, 2 h; hits give low values. activity change, negative = inhibition, % at 11.5 µM. AID 504810, 2011. 330,000 tested, 0.2% active. Thyrotropin receptor (Homo sapiens), P16473;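 active = activity change below a set negative limit, meaning inhibition stronger than a set level, cut at about -70% in these data; inconclusive = activity change between two set negative limits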; note: % is set by controls: 0 for no effect and ±100 for the full control effect
#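 Read-out is FRET at 665 nm (cryptate excitation 337 nm) from a cryptate-tagged anti-cAMP antibody, competed by cell cAMP against cAMP-d2. Compounds are tested on freshly harvested TSHR cells challenged with 4nM TSH (EC80) for 2 hours at 37 deg C.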
# PTAP TSG101 blk: qHTS Assay for Iinhibitors of HIV-1 Budding by Blocking the Interaction of PTAP/TSG101; Fluorescence polarization, FITC-PTAP peptide / Tsg101 binding; 340,000 tested, under 10 active; Potency, µM (titrated, usually from 115 µM), for inactives: top-dose activity change, negative = inhibition, actives largely listed as inhibitors; Tumor susceptibility gene 101 protein (Homo sapiens), Q99816; AID 493005, 2010; active = well fitted inhibition curve with a large enough effect in the main read-out, with a control signal flat, not every such curve was filed as active; inconclusive = small, poorly fitted or top-dose-only effect, or effect the other way, or a change in a side signal; inactive = no such curve, though single readings can be large or run the other way; note: potency is the fitted concentration of half-maximal effect; % of control where 0% means no effect
# Target sequence (Q99816 whole entry, looked up): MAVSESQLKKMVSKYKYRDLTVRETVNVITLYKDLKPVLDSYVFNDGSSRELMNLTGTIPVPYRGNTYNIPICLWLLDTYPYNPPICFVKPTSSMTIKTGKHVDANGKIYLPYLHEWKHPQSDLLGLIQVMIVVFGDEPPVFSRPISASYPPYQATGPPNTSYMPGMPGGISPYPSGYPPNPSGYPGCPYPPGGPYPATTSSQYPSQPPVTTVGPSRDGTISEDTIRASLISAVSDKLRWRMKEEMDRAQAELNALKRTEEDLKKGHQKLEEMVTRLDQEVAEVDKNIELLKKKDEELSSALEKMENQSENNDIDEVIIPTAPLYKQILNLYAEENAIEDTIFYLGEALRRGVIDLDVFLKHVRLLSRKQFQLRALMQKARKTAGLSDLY
#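 Fluorescence anisotropy tracks displacement of a FITC-tagged PTAP peptide (50 nM) from the Tsg101 binding domain (10 uM), following a 20 min room-temperature incubation at pH 7.5.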
# MLL CXXC-DNA inh: qHTS Fluorescence Polarization Assay for Inhibitors of MLL CXXC domain - DNA interaction | Histone-lysine N-methyltransferase 2A (Homo sapiens), Q03164 | MLL-CXXC / FITC-HOXA9 DNA fluorescence polarization | 290,000 tested, 0.037% active | Potency, µM (doses to about 115 µM), inactives show at the highest dose activity change, negative = inhibition, most hits filed as inhibitors; active = well fitted inhibition curve with a large enough effect in the polarisation, with a control signal flat, not every such curve was filed as active; inconclusive = small, poorly fitted or top-dose-only effect, or effect the other way, or a change in a side signal; inactive = no such curve, though single readings can be large or run the other way; the % refers to the polarisation; note: potency is the fitted concentration of half-maximal effect
#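 Fluorescence polarization: 7 uM MLL-CXXC (stock) preincubated 5 min with compounds, then 50 nM fluorescein-HOX-A9 DNA (stock) added; 30 min ambient. Buffer 50 mM Tris-HCl pH 7.5, 50 mM NaCl, 1 mM DTT, 0.05% BSA.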
# MBNL1 CUG block: qHTS Assay for Inhibitors of MBNL1-poly(CUG) RNA binding; Muscleblind-like protein 1 (Homo sapiens), Q9NR56; TR-FRET MBNL1-His/biotin-(CUG)12 binding, 665/545 ratio; Potency, µM (series often up to 57.5 µM), inactives show at the highest dose activity change, negative = inhibition, most hits filed as inhibitors; 280,000 tested, 0.036% active; AID 2675, 2010; active = well fitted inhibition curve with a large enough effect in the signal ratio, with a control signal flat, not every such curve was filed as active; inconclusive = small, poorly fitted or top-dose-only effect, or effect the other way, or a change in a side signal; inactive = no such curve, though single readings can be large or run the other way; the % refers to the signal ratio; note: potency is the fitted concentration of half-maximal effect; % is set by controls: 0 for no effect and ±100 for the full control effect
#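 TR-FRET between His-tagged MBNL1 and biotin-(CUG)12 RNA, detected with Tb anti-His antibody (0.055 ng/ul) and streptavidin-XL665 (5 nM), 60 min at room temperature. Compounds titrated 92 nM to 58 uM; 665/545 nm ratio normalized to buffer and complex controls.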
# Mito fusion act: qHTS Assay for Small Molecule Inhibitors of Mitochondrial Division or Activators of Mitochondrial Fusion; S. cerevisiae fusion-defective mutant growth rescue, CellTiterGlo 48 h; Potency, µM (highest dose often 46.1 µM), for the others: at the highest dose growth rescue (activation), usual class: activators; 320,000 tested, 0.23% active; AID 485298, 2010;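 note: potency is the fitted concentration of half-maximal effect; % of control where 0% means no effect; nearly all actives have a fitted effect of over 45% in size; temperature-sensitive fusion mutants such as fzo1-1 at 37 °C on non-fermentable ethanol glycerol medium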
#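 Growth-rescue viability read-out: after 48 h at the non-permissive 37C in glycerol/ethanol YPEG, yeast mitochondrial fusion mutants are measured by CellTiterGlo luminescence; compounds (23 nl pinned per well) restoring growth score as division inhibitors or fusion activators.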
# TCR act: Activators of T cell receptors: qHTS campaign; primary human leukocytes, anti-CD3, IL-2 HTRF, 48 h; Potency, µM (titrated, usually from 9.22 µM), without a hit: at the highest dose activation of IL-2 secretion, actives largely listed as activators; 330,000 tested, under 10 active; AID 504894, 2011; note: % of control where 0% means no effect
#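 Readout: HTRF IL-2, Eu-cryptate/d2 antibody pair, 320nm excitation, 665nm emission. Stimulus: a-CD3 beads, no co-stimulation. Cells: primary human leukocytes. Exposure: 48 hr with compound.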
# ASM inhibitor: Inhibitors of Secretory Acid Sphingomyelinase (S-ASM): qHTS. placental ASM, HMU-PC fluorogenic substrate, 60 min. Potency, µM (highest dose often 57.5 µM), for the others: top-dose activity change, negative = inhibition, usual class: inhibitors. 340,000 tested, 0.006% active; note: potency is the fitted concentration of half-maximal effect
#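 Fluorescence read-out (Ex 386 nm, Em 447 nm) after stopping the reaction at pH 10. Enzyme: ASM from human placenta; substrate HMU-PC0, 9 uM final; 60 min, 37 °C. Compound preincubation 10 min, ambient temperature.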
# a7 integrin act: qHTS for Activators of Integrin-Mediated Alleviation for Muscular Dystrophy; alpha7betagal myoblasts, beta-gal FDG fluorescence, 48 h; Potency, µM (highest dose often 38.3 µM), inactives show at the top dose activation, actives largely listed as activators; 350,000 tested, 0.064% active;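 note: potency is the fitted concentration of half-maximal effect; 100% = response of the positive control SU9516; nearly all actives have a fitted effect of over 60% in size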
#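 Alpha7betagal+/- myoblasts (passage 13) were plated 16-24 hr, then exposed to compounds (1:260 dilution of DMSO stock) for 48 hours at 37C. After MPER lysis, β-galactosidase reporter activity was read as FDG fluorescence (ex 480/em 540) after 30 minutes.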
# Menin-MLL TR inh: qHTS Assay for Inhibitors Targeting the Menin-MLL Interaction in MLL Related Leukemias: Competition With Texas Red Labeled MLL-derived Mutant Peptide; Menin + Texas Red MLL mutant peptide, fluorescence polarization; 270,000 tested, 0.23% active; Potency, µM (highest dose often 61.6 µM), for the others: top-dose FP activity change, negative = inhibition, hits mostly inhibitors; active = well fitted inhibition curve with a large enough effect in the polarisation, with a control signal flat, not every such curve was filed as active; inconclusive = small, poorly fitted or top-dose-only effect, or effect the other way, or a change in a side signal; inactive = no such curve, though single readings can be large or run the other way; the % refers to the polarisation; note: potency is the fitted concentration of half-maximal effect; % of control where 0% means no effect; many of its hits are not listed in these tables
# Target sequence (O00255 whole entry, looked up): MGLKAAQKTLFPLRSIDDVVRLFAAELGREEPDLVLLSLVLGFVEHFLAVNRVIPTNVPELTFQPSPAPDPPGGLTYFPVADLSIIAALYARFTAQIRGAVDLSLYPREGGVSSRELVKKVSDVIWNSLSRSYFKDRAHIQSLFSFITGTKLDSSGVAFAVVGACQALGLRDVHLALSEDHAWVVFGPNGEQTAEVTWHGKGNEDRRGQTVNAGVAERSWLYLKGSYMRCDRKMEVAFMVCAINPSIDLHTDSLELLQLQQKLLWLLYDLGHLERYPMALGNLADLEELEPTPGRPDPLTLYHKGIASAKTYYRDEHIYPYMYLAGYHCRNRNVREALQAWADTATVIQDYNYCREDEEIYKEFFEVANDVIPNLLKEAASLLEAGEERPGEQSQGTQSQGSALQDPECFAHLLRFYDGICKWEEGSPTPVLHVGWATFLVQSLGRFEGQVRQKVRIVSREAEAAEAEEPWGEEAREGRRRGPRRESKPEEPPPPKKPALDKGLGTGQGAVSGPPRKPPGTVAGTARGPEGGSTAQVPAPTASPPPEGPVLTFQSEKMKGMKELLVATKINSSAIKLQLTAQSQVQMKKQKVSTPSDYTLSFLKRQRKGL
# A-T KAP1 phos: qHTS Assay for Identifying a Potential Treatment of Ataxia-Telangiectasia; […] A-T fibroblasts, KAP-1 phosphorylation AlphaLISA; neocarzinostatin DNA damage 30 min before lysis; Potency, µM (titrated, usually from 57.5 µM), without a hit: top-dose activation, usual class: activators; 320,000 tested, 0.19% active; AID 485349, 2010; note: potency is the fitted concentration of half-maximal effect; % of control where 0% means no effect; nearly all actives have a fitted effect of over 45% in size
#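 hTERT-immortalized A-T patient fibroblasts ([…]), 500 cells/well in OPTI-MEM, 1% FBS, got compounds for 60 min, then NCS for 30 min at 37C. Lysates were then assayed for phospho-KAP-1 by AlphaLISA (anti-pKAP1 donor, anti-KAP1 acceptor beads), 6 hr at 25C.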
# Active calls of the source: *; ? = inconclusive; / = no result given; [ ] = remark or other dose. Unless noted, calls come from the whole dose curve; as a rule, active = well fitted curve in the direction sought with a large enough effect; inconclusive = small, poorly fitted or top-dose-only effect, or another doubt; inactive = no such curve, though single readings can be large; an effect the other way counts as inactive or inconclusive. Some of the compounds tested (hit frequency here may not be typical).
SMILES,TSHR antag,PTAP TSG101 blk,MLL CXXC-DNA inh,MBNL1 CUG block,Mito fusion act,TCR act,ASM inhibitor,a7 integrin act,Menin-MLL TR inh,A-T KAP1 phos
Cc1c(C(=O)NNC(=S)Nc2cccc(Cl)c2)nnn1-c1ccccc1,-6,0%,-3%,-18%[11.5 µM],-1%,1%[46.1 µM],-3%,-6%,?,-2%
CCn1cc(CN2CCCC(CNS(=O)(=O)Cc3ccccc3)C2)cn1 (stereo not drawn),-11,-2%,-1%,-6%,-4%,-1%,2%,4%,-13%,6%
Cc1nn(-c2ccccc2)c2sc(C(=O)N(CC(=O)NC3CCCC3)Cc3ccco3)cc12,-3,-1%,1%,0%,18%,1%,-3%,-24%,30%[activator],2%
O=c1cc2c(nn1Cc1cccc(Cl)c1)-c1ccccc1CC2,-2,-3%,-2%,17%,28%,-3%,-3%,-2%,/,2%
O=C(NCCCN1CCCC1=O)C1CCCO1 (stereo not drawn),8,-2%,8%,2%,-8%,-2%,-3%,-6%,0%,-2%
O=C(O)c1ccc(S(=O)(=O)N2CCCc3ccccc32)cc1,5,-2%,14%,-5%,-3%,-1%,6%,-6%,22%,1%
COc1ccc(C(=O)N/C(=C/c2cccnc2)C(=O)Nc2cccc(C(C)=O)c2)cc1OC,-14,0%,41%[activator],3%,-8%,-3%,3%,0%,-21%,-2%
O=C(/C=C/c1ccc(Cl)cc1Cl)Nc1cccc(S(=O)(=O)NC2=NCCC2)c1,2,-1%,22%,3%,-5%,-10%,-17%,-18%,?,-9%
CCn1c(SCC(=O)NC2=NCCS2)nnc1C(C)NC(=O)c1ccccc1F (stereo not drawn),-4,-2%,-3%,-5%,0%,3%,4%,12%,3%,-4%
Nc1cccc(C(=O)Nc2cccc3ncccc23)c1,5,0%,2%,3%,-2%,11%,-1%,28%,2%,5%
CCN(CC)S(=O)(=O)c1ccc(NS(=O)(=O)c2ccc(F)cc2)cc1,7,-7%,-2%,-17%,-1%,-2%,1%,9%,1%,/
CCn1c(Cc2c(C)[nH]c3ccccc23)n[nH]c1=S,-3,-4%,1%,-5%,2%,-1%,0%,-21%,-2%,12%
CC(C)(C)[C@H]1COC(=O)[C@@H](Cc2ccc(F)cc2)C/C=C\C[C@@H](CC(=O)N[C@@H](CO)Cc2ccccc2)C(=O)N1,-15,0%,/,/,/,-5%,1%,-41%,/,-2%
CC(C)c1cc(C(N)=O)c(NC(=O)c2cccc(COc3ccc(Cl)cc3)c2)s1,2,-4%,21%,-5%,0%,0%,2%,0%,?,8%
CCN(CC(=O)Nc1ccc(OC)cc1)C(=O)c1ccc(NS(=O)(=O)c2ccc(C(C)=O)cc2)cc1,2,-1%,/,/,-1%,3%,0%,21%,/,-6%
Cc1c(S(=O)(=O)N2CCN(C(c3ccccc3)c3ccccc3)CC2)c(=O)n(C)c(=O)n1C,4,-4%,-13%,-6%,?,1%,-7%,9%,5%,14%
CCCCCCCc1n[nH]c(=S)n1Cc1ccccc1,-8,1%,8%,/,12%,2%,-8%,1%,/,8%
Cc1nnc(NC(=O)CCn2c(=O)oc3ccccc32)s1,5,-6%,44%[activator],-4%,9%,-4%,-17%,13%,-11%,0%
O=C(c1ccc(Cn2cc(Br)cn2)o1)n1cccn1,-7,-13%,13%,-10%,-2%,-1%,3%,25%,26%,-1%
CS(=O)(=O)N1CCN(c2ccc([N+](=O)[O-])c(NCCN3CCOCC3)c2)CC1,-1,-4%,1%,?,-5%,6%,-11%,0%,23%,-2%
CCC(C)NS(=O)(=O)c1ccc(S(=O)(=O)N(CCc2ccc(OC)c(OC)c2)Cc2cccs2)cc1 (stereo not drawn),-15,-2%,-3%,-3%,-1%,7%[46.1 µM],0%,-12%,2%,0%
COc1ccc(S(=O)(=O)Cc2ccc(C(=O)N3CCN(Cc4ccccc4)CC3)o2)cc1,7,5%,-4%,-1%,-5%,-2%,-1%,9%,-11%,7%
CN(C)c1ccc(CNC(=O)C2CCN(S(=O)(=O)c3ccc4c(c3)CCC(=O)N4)CC2)cc1,2,-1%,-1%,-3%,-1%,5%,6%,-10%,4%,14%
O=C(O)C/C(=C\c1ccc(Cl)cc1)c1nc2ccccc2o1,1,-5%,26%,15%,4%,-2%,9%,8%,-17%,5%
CN1CCN(c2ccc(NC(=O)c3ccc4c(c3)[nH]c(=O)n4Cc3ccc(F)cc3)cc2)CC1,2,-5%,20%,-7%,5%,6%[46.1 µM],-6%,-51%[inhibitor],2%,1%
# Later entries.
SMILES,TSHR antag,PTAP TSG101 blk,MLL CXXC-DNA inh,MBNL1 CUG block,Mito fusion act,TCR act,ASM inhibitor,a7 integrin act,Menin-MLL TR inh,A-T KAP1 phos
Cc1cc(NC(=O)c2ccccc2O)nc(C)n1,9,-3%,6%,-1%,-5%,-1%,2%,-8%,8%,-3%
CC(C)Cc1ccc(C(C)NC(=O)Cc2ccc(S(=O)(=O)N3CCOCC3)s2)cc1 (stereo not drawn),-6,-4%,/,/,1%,2%,-11%,-32%,/,2%
O=C(C[C@@H]1C/C=C\C[C@H](Cc2ccc(F)cc2)C(=O)OCCNC1=O)N[C@H](CO)Cc1ccccc1,-9,-2%,/,/,/,4%,-2%,-18%,/,-2%
COc1ccc(-c2oc(=O)c3cc(OC)c(OC)cc3c2C#CCCCO)cc1,-2,-2%,/,/,/,-1%,20%,-2%,/,2%
Cc1ccc(S(=O)(=O)N(C)c2ccc(OCC(=O)NCC3(N(C)C)CCCCC3)cc2)cc1,13,0%,/,/,-1%,6%,3%,-35%,/,6%
COCCNc1oc(-c2ccccc2Cl)nc1S(=O)(=O)c1ccc(C)cc1,14,-11%,/,/,/,-7%[46.1 µM],4%,?,/,11%
CC(c1ccccc1)n1c(-c2ccc(Cl)cc2)n[nH]c1=S (stereo not drawn),5,1%,-5%,5%,-2%,0%,-3%,22%,-11%,-8%
Cc1ccc(NC(=O)C2=C(C(=O)O)CCCC2)cc1F,6,0%,17%,-11%,-1%,1%,-1%,-5%,7%,-15%
Cc1cccc(C(C(=O)NC2CCCC2)N(C(=O)c2csnn2)C2CCCC2)c1 (stereo not drawn),8,2%,26%,-7%,8%,9%,-2%,-24%,-10%,0%
O=C1CN(C(=O)c2ccc(Cl)c([N+](=O)[O-])c2)c2ccccc2N1,-5,-2%,6%,20%,1%,3%,-4%,-13%,2%,7%
Cc1nc(N)sc1-c1ccccc1,/,-10%,/,/,/,6%,-4%,?,/,/
COc1ccccc1/C=C/C(=O)OCCN1C(=O)c2ccccc2C1=O,-13,0%,7%,8%,29%,4%,-2%,0%,9%,26%
Cc1ccc(S(=O)(=O)N2CCN(C(=O)Cc3ccccc3)CC2)cc1,24,2%,5%,8%,0%,2%,-1%,-3%,-1%,3%
Cc1cc(C)c(NC(=O)CSc2nc3ccc(N4C(=O)c5ccccc5C4=O)cc3s2)c(C)c1,-9,0%,21%,-12%,0%,-3%,2%,-5%,?,-2%
COc1ccc(Br)cc1CNc1ccc(N2CCOCC2)cc1,-8,-1%,1%,8%,8%,16%,0%,5%,14µM*,-33%
N#Cc1ccc(S(=O)(=O)N2CCCN(c3ccc(C(F)(F)F)cn3)CC2)cc1,7,1%,-9%,-3%,-4%,-4%,0%,42%,/,-4%
O=C(COC(=O)c1ccco1)Nc1ccc(N2CCOCC2)cc1,30,0%,/,/,16%,5%,0%,-5%,/,35%
CCNC(=O)c1cc2c(=O)n3cccc(C)c3nc2n(CCc2ccccc2)c1=N,-9,-2%,0%,?,7%,-9%,237%[activator],22%,-24%,12%
O=C(c1nn2c(C(F)(F)F)cc(-c3ccco3)nc2c1Br)N1CCCc2ccccc21,-8,-10%,5%,34%[activator],-2%,13%,-2%,-28%,14%,-9%
COc1cc(C(C[N+](=O)[O-])c2c(N)n(C)c(=O)n(C)c2=O)ccc1O (stereo not drawn),-2,2%,1%,0%,13%,3%,6%,-51%[inhibitor],7%,27%
Cc1ccc(NC(=O)CSCC(=O)O)c(C)c1,-1,-5%,-2%,-1%,-5%,/,1%,6%,4%,-5%

# Source: PubChem
